Pf growth 48h = P. falciparum growth inhibition at 48 hours (one generation) | Potency, µM (series often up to 28.7 µM), for inactives: at the top dose activity change, negative = inhibition, actives largely listed as inhibitors | AID 504832 | actives 5.9% (n = 310,000) | P. falciparum luciferase growth in erythrocytes, 48 h; also: potency is read from the fitted curve at half-maximal effect; % is scaled to controls: 0 for no effect and ±100 for the full control effect
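Erythrocytes infected with P. falciparum carrying an integrated firefly luciferase reporter (2% hematocrit, 0.1% parasitemia final) were exposed to compounds in RPMI 1640 with 0.5% Albumax at 37 C, 5% CO2. Growth inhibition was scored as reduced luminescence.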
Pf growth 96h = P. falciparum growth inhibition at 96 hours. P. falciparum luciferase reporter growth, 96 h. actives 6.9% (n = 320,000). Potency, µM (series often up to 28.7 µM), inactives show at the top dose activity change, negative = inhibition, most hits filed as inhibitors. AID 504834; also: potency is read from the fitted curve at half-maximal effect; % is scaled to controls: 0 for no effect and ±100 for the full control effect
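P. falciparum expressing integrated firefly luciferase grown in erythrocytes (2% hematocrit, 0.05% parasitemia final) with compounds for 96 hours at 37 C, 5% CO2. Growth inhibition read as loss of luminescence after adding luciferase detection reagent.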
Sm TGR block = inhibitors of Schistosoma mansoni thioredoxin glutathione reductase. Q962Y6. actives 3% (n = 360,000). purified TGR, DTNB reduction, TNB absorbance 405 nm. Potency, µM (titrated, usually from 114 µM), inactives show at the top dose activity change, negative = inhibition, actives largely listed as inhibitors; also: potency is read from the fitted curve at half-maximal effect; % is scaled to controls: 0 for no effect and ±100 for the full control effect; nearly all actives have a fitted effect of over 60% in size
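Kinetic colorimetric format: TGR-catalysed, NADPH-driven DTNB reduction monitored via TNB absorbance. Enzyme dispensed at 20 nM; compound exposure 15 min at room temperature before reaction start.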
Giardia FBPA inh = blocks Giardia fructose-bisphosphate aldolase activity; actives 0.71% (n = 290,000); purified Giardia FBPA; AID 2451; A8B2U2; Potency, µM (highest dose often 59.6 µM), for the others: at the top dose activity, negative = inhibition, most hits filed as inhibitors; also: potency is read from the fitted curve at half-maximal effect; % is scaled to controls: 0 for no effect and ±100 for the full control effect; nearly all actives have a fitted effect of over 55% in size
Target sequence (A8B2U2 whole entry, looked up): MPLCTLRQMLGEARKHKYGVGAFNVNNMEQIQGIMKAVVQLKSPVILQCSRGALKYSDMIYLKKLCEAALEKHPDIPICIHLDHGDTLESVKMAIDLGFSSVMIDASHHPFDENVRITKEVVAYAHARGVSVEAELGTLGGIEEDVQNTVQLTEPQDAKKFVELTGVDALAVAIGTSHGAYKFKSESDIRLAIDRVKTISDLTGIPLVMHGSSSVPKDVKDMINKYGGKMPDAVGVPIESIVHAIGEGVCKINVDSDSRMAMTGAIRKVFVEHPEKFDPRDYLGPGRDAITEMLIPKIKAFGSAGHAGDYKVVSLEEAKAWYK
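40 nM FBPA preincubated 10 min at RT with compound (up to 57.5 uM final), then substrate plus GAPDH/TPI/NAD/arsenate coupling and diaphorase/resazurin added. Fluorescence read after 20 min at RT, 525/598 nm.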
CHX counter = counter-screen for Shiga toxin inhibitors: cycloheximide protein synthesis inhibition | cell reporter, cycloheximide protein synthesis inhibition counterscreen | max response, % | actives 12% (n = 300,000) | AID 2314; in the data active = max response mostly above about 13%, no sharp cut-off; inactive = mostly below about 14%; also: read at 38.3 µM for the half of the compounds with a filed dose; 0% is about no effect
Shiga inhibitor = Shiga toxin inhibition. actives 9.2% (n = 290,000). Vero cells, Shiga toxin protein synthesis inhibition reporter. AID 2315. inhibition, % at 38.7 µM; in the data active = inhibition mostly above about 28%, no sharp cut-off; inactive = mostly below about 43%; also: 0% is about no effect
Active calls of the source: *; ? = inconclusive; nt = no result given; [ ] = remark or other dose. Unless noted, calls follow the shape of the dose curve; as a rule, active = well fitted curve in the direction sought with a large enough effect; inconclusive = small, poorly fitted or top-dose-only effect, or another doubt; inactive = no such curve, though single readings can be large; an effect the other way counts as inactive or inconclusive.

1) Cc1ccc(CCNC(=O)c2ccc3nc4ccccc4c(=O)n3c2)cc1
2) COC(=O)CN1C(=O)[C@H]2[C@@H](/C=C/c3ccccc3)N3C(=O)CN(CC4CC4)C(=O)[C@@]3(Cc3ccccc3)[C@H]2C1=O
3) COc1ccc(NC(=O)c2cc(OC)c(OC)c(OC)c2)cn1
4) COc1ccc(S(=O)(=O)NCC(=O)N(CC(=O)NCc2ccco2)C2CCCC2)cc1
5) O=C(CN1C(=O)NC(Cc2ccccc2)C1=O)Nc1ccc(OC(F)(F)F)cc1 (configuration not stated)
6) COc1ccccc1OCc1ccc(C(=O)NC(C)c2ccccc2)o1 (configuration not stated)
7) COc1ccccc1N(C(=O)c1ccco1)C(C(=O)NC1CCCCC1)c1cc(OC)c(OC)c(OC)c1 (configuration not stated)
8) CCOC(=O)C1CCN(C(=O)CN(c2ccc3c(c2)OCCO3)S(C)(=O)=O)CC1

compound no.	1	2	3	4	5	6	7	8
Pf growth 48h	7%	3%	0%	1%	-1%	13%[0.00184 µM]	0%	nt
Pf growth 96h	30%	25%	nt	-2%	-17%	220%[activator]	?	0%
Sm TGR block	-25%	-17%	?	4%	0%	0%	-5%	1%
Giardia FBPA inh	5%	-9%	-3%	-2%	nt	1%	nt	3%
CHX counter	5	0	8	8	nt	-1	-3	-3
Shiga inhibitor	6	-12	5	35	nt	-4	4	-5

9) O=C(CN1CCCC1)N/N=C/c1c(O)ccc2ccccc12
10) CC(OC(=O)Cc1n[nH]c(=O)c2ccccc12)C(=O)Nc1cccc([N+](=O)[O-])c1 (configuration not stated)
11) COC(=O)C(NC(=O)c1ccccc1C)(Nc1ncc(S(=O)(=O)c2ccc([N+](=O)[O-])cc2)s1)C(F)(F)F (configuration not stated)
12) Cc1c(Cl)cccc1NC(=O)CSc1sc2c(O)cc(=O)[nH]c2c1C#N
13) CCc1nnc2n1N=C(c1ccc(-c3cc(Cl)ccc3Cl)o1)CS2
14) CCN(CC(=O)Nc1c(F)cccc1F)C(=O)CCc1nc2cc(S(=O)(=O)N3CCOCC3)ccc2n1C
15) CC(OC(=O)c1cccc(-n2cnnn2)c1)C(=O)c1ccccc1 (configuration not stated)
16) CCOc1ccccc1C(=O)N1CCC(C(=O)c2ccc(F)cc2)CC1

compound no.	9	10	11	12	13	14	15	16
Pf growth 48h	-68%	-9%	12µM*	4%	nt	-12%	16%	-27%
Pf growth 96h	?	21%	4.1µM*	7%	9.3µM*	?	28%	52%[activator]
Sm TGR block	-5%	-17%	2%	?	27%	0%	-15%	-6%
Giardia FBPA inh	-27%	-2%	-5%	-3%	10%	nt	nt	-2%
CHX counter	4	-1	-2	-3	-1	nt	nt	-3
Shiga inhibitor	-2	-20	5	27	-3	nt	nt	-1

17) COc1cc(/C=N/n2c(C)nc3ccccc3c2=O)ccc1O
18) O=C(N/C(=C/c1ccccc1)C(=O)N1CCCCC1)c1ccc(Br)o1
19) Cc1ccccc1Cn1cc(NC(=O)c2noc3c2CC(C(C)(C)C)CC3)cn1 (configuration not stated)
20) CC(Oc1ccccc1)c1ccnn1S(C)(=O)=O (configuration not stated)
21) CCOC(=O)COc1ccc2cc(C(=O)OCC)c(=O)oc2c1
22) Nc1cc(C(=O)OCC(=O)NNC(=O)c2cccs2)ccc1Cl
23) O=C(CSc1nnc2ccc(-c3ccccn3)nn12)Nc1ccc(F)cc1F
24) Cc1c(C(=O)N(Cc2ccccc2Cl)C2CCS(=O)(=O)C2)oc2ccccc12 (configuration not stated)

compound no.	17	18	19	20	21	22	23	24
Pf growth 48h	-14%	-7%	?	nt	?	-7%	9%	?
Pf growth 96h	7%	-6%	?	-11%	79%[activator]	-19%	39%[activator]	-25%
Sm TGR block	4%	0%	22%	-16%	5%	-11%	-4%	5%
Giardia FBPA inh	5%	nt	-11%	5%	7%	nt	nt	?
CHX counter	16	1	-2	1	-4	nt	nt	-1
Shiga inhibitor	6	2	-9	3	27	nt	nt	-4

As entered above.
#4 – Pf growth 48h: 1%
#9 – CHX counter: 4

Compound profiles, as listed above. Screens in order: Pf growth 48h | Pf growth 96h | Sm TGR block | Giardia FBPA inh | CHX counter | Shiga inhibitor
O=C(CN1C(=O)NC(Cc2ccccc2)C1=O)Nc1ccc(OC(F)(F)F)cc1 (configuration not stated) as listed: -1% | -17% | 0% | nt | nt | nt
Cc1c(C(=O)N(Cc2ccccc2Cl)C2CCS(=O)(=O)C2)oc2ccccc12 (configuration not stated) as listed: ? | -25% | 5% | ? | -1 | -4
CC(OC(=O)Cc1n[nH]c(=O)c2ccccc12)C(=O)Nc1cccc([N+](=O)[O-])c1 (configuration not stated) as listed: -9% | 21% | -17% | -2% | -1 | -20
O=C(CSc1nnc2ccc(-c3ccccn3)nn12)Nc1ccc(F)cc1F as listed: 9% | 39%[activator] | -4% | nt | nt | nt

(listing goes on)
25) O=c1c2cc3c(=O)n(-c4ccccc4O)c(=O)c3cc2c(=O)n1-c1ccccc1O
26) CC1=NNC(=O)C1CC(=O)N/N=C(/C)c1cccc([N+](=O)[O-])c1 (configuration not stated)
27) COc1cc(Cl)ccc1OCc1cc(C(=O)N(C)CCc2cnn(C)c2)no1
28) NS(=O)(=O)c1ccc(CCNC(=O)CNC(=O)c2ccc(Br)o2)cc1
29) Cc1cc(C)cc(NC(=O)N2CCC(NC(=O)c3ccco3)CC2)c1
30) COc1ccc(Nc2nc(C)c3ccccc3n2)cc1
31) CSc1nc(C)c(C(=O)C[n+]2ccccc2)cc1C#N
32) Cc1cc2c(N=NC(=O)CCc3ccccc3)c(O)[nH]c2cc1Br

compound no.	25	26	27	28	29	30	31	32
Pf growth 48h	1%	2%	17%	-17%	8%	115%[activator]	?	3%
Pf growth 96h	-15%	?	?	-8%	-10%	3.7µM*	-6%	?
Sm TGR block	1%	6%	10%	0%	-13%	3%	-10%	2%
Giardia FBPA inh	-9%	2%	10%	nt	10%	-9%	-2%	-1%
CHX counter	27*	2	64*	nt	-2	27*	-2	-3
Shiga inhibitor	106*	-8	115*	nt	4	135*	-2	-20

33) O=C(NCCNc1ccc([N+](=O)[O-])cc1)c1ccccc1F
34) Cc1csc(SC(C)c2nc3scc(-c4ccccc4)c3c(=O)[nH]2)n1 (configuration not stated)
35) COc1cc2cc(C#N)c(SCC(=O)N3CCOCC3)nc2cc1OC
36) COc1ccc(-c2cc(C(F)(F)F)c3c(n2)sc2c(O)cc(=O)[nH]c23)c(OC)c1
37) CCn1c(CNC(=O)c2ccc(F)cc2)cc2ccccc21
38) Clc1ccc(-c2csc(N3CCOCC3)n2)cc1
39) CC1SC(c2ccc(Cl)cc2Cl)NC1=O (configuration not stated)
40) COc1ccc(NS(=O)(=O)c2cccc(C(=O)N3CCCC(C)C3)c2)cc1 (configuration not stated)

compound no.	33	34	35	36	37	38	39	40
Pf growth 48h	11%	-13%	55%[activator]	?	15%	nt	-15%	5%
Pf growth 96h	?	40%[activator]	?	?	?	nt	100%[activator]	3%
Sm TGR block	1%	3%	-5%	-17%	-17%	-1%	-1%	-11%
Giardia FBPA inh	-2%	-8%	-9%	-8%	2%	-3%	0%	nt
CHX counter	1	-1	3	-4	30*	47*	-6	nt
Shiga inhibitor	13	-2	-1	-8	28	56*	-1	nt

41) CC(=O)c1cc(C#N)c(SCC(=O)O)nc1C
42) COc1ccc(N(CC(=O)Nc2ccc3c(c2)OCO3)S(=O)(=O)c2ccccc2)cc1OC
43) C=CCn1nnnc1SCC(=O)Nc1ccccc1C(=O)OC
44) COc1ccc(C(NC(=O)C(C)(C)C)NC(=O)C(C)(C)C)cc1
45) Cc1ccc(N(CC(=O)NC2CCCCC2C)S(=O)(=O)c2c(C)nn(C)c2C)cc1 (configuration not stated)
46) CC1=NNC(=O)/C1=C\c1cn(-c2ccccc2)nc1-c1cccs1
47) CCOC(=O)CNC(=S)N(Cc1ccco1)Cc1ccccc1Cl
48) CCOc1c(N2CC(C)OC(C)C2)c(=O)c1=O (configuration not stated)

compound no.	41	42	43	44	45	46	47	48
Pf growth 48h	nt	2.9µM*	23%	-3%	-11%	?	-14%	-3%
Pf growth 96h	1%	?	3%	-30%	?	8.3µM*	2.6µM*	14%
Sm TGR block	4%	-8%	-27%	-6%	-11%	2%	-29%	-8%
Giardia FBPA inh	0%	-15%	0%	2%	14%	-12%	11%	3%
CHX counter	-5	-1	-3	-2	-3	-9	-2	-3
Shiga inhibitor	-7	3	-21	16	1	-15	-12	-5

49) O=C(/C=C/c1ccccc1[N+](=O)[O-])N1CCOCC1
50) C=C1CN(C(C(=O)OC)C(C)C)S(=O)(=O)c2ccc(F)cc21 (configuration not stated)
51) CSc1nncc(-c2ccc(F)cc2)n1
52) COC(=O)c1c(N)n(CCCN2CCOCC2)c2nc3ccccc3nc12
53) COc1ccc(NC(=S)Nc2cnc3ccccc3c2)c(OC)c1
54) CCCOC(=O)CCCCC1SCC(NC(=O)OC)C1NC(=O)OC (configuration not stated)
55) Cc1cccc(NC(=O)N2CCC(NC(=O)C3CCCCC3)CC2)c1
56) N/C(=N\OC(=O)c1ccc([N+](=O)[O-])cc1)c1ccc(Br)cc1

compound no.	49	50	51	52	53	54	55	56
Pf growth 48h	18%	nt	?	?	-7%	-6%	-9%	23%
Pf growth 96h	-19%	nt	?	9.3µM*	?	-7%[5.75 µM]	9%	6%
Sm TGR block	-5%	nt	4%	-28%	40µM*	-11%	-12%	-14%
Giardia FBPA inh	10%	0%	6%	-13%	-5%	0%	-11%	14%
CHX counter	-2	7	14*	-5	15	-7	-5	1
Shiga inhibitor	2	-6	24	-7	-4	-16	-5	nt

Limited to CHX counter, Pf growth 48h and Giardia FBPA inh, for some of the entries so far:
no. | Structure | CHX counter | Pf growth 48h | Giardia FBPA inh
52 | COC(=O)c1c(N)n(CCCN2CCOCC2)c2nc3ccccc3nc12 | -5 | ? | -13%
53 | COc1ccc(NC(=S)Nc2cnc3ccccc3c2)c(OC)c1 | 15 | -7% | -5%

(cont.)
57) CCc1[nH]nc(C(=O)N2CCCC(CNS(=O)(=O)c3cccs3)C2)c1C (configuration not stated)
58) CCc1nnc(N2C(=N)SCC2=O)s1
59) O=C(Cc1ccccc1)NCC(=O)N1CCc2ccccc2C1
60) N#CCc1c(C#N)c(N)nc(N2CCN(S(=O)(=O)c3ccccc3)CC2)c1C#N
61) c1ccc(Oc2cccc(OCCn3cncn3)c2)cc1
62) O=C(CN1C(=O)c2ccccc2S1(=O)=O)NCCSCc1ccccc1Cl
63) COc1ccc(CNC(=O)CCC(=O)n2ncc3cc(C)ccc32)cc1

compound no.	57	58	59	60	61	62	63
Pf growth 48h	15%	?	25%	?	23%	25%	-4%
Pf growth 96h	?	?	22%	?	3%	-18%	33%[activator]
Sm TGR block	11%	5%	-4%	-12%	-6%	-14%	-14%
Giardia FBPA inh	0%	?	-6%	-22%	?	7%	-3%
CHX counter	12	-1	16	-5	-2	13*	-2
Shiga inhibitor	11	-15	7	1	11	27	1
